Bioassay records from PubChem BioAssay.
TDP1 cell noCPT: qHTS for Inhibitors of human tyrosyl-DNA phosphodiesterase 1 (TDP1): qHTS in cells in absence of CPT; Potency, µM (doses to about 46.2 µM), inactives show at the top dose activity change, negative = growth inhibition, hits mostly inhibitors; 15% of 420,000 active; DT40 Tdp1-/- hTDP1 cells, no CPT, ATP luminescence, 48 h; also: nearly all actives have a fitted effect of over 55% in size
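Stably hTDP1-transfected Tdp1-null chicken DT40 cells were treated with library compounds minus camptothecin and grown for at least 48 hr at 37 °C, after which cellular ATP was quantified by luminescence.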
TDP1 inh: inhibitors of human tyrosyl-DNA phosphodiesterase TDP1; Q9NUW8; recombinant TDP1, AlphaScreen DNA substrate cleavage; Potency, µM (titrated, usually from 130 µM), without a hit: top-dose activity change, negative = inhibition, actives largely listed as inhibitors; 0.28% of 350,000 active; AID 485290; also: nearly all actives have a fitted effect of over 40% in size
Target sequence (Q9NUW8 whole entry, looked up): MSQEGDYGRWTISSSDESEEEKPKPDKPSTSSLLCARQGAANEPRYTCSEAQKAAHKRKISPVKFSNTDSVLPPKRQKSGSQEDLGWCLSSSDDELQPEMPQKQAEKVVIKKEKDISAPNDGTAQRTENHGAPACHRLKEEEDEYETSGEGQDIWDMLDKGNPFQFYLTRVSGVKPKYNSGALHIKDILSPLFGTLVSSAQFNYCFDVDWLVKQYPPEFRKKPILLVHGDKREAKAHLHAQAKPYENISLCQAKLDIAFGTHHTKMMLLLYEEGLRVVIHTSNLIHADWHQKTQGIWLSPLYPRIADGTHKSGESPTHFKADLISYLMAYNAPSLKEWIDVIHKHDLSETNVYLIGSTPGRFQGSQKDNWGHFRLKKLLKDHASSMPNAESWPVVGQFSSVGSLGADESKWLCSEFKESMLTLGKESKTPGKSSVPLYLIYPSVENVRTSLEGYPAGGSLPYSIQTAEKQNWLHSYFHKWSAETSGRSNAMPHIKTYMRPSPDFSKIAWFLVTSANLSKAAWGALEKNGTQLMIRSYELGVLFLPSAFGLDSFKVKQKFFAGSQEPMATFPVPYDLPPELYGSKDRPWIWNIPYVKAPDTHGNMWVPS
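Compounds were preincubated with Tdp1 (1 nM final) for 15 min at room temperature before substrate (15 nM final) started a 5 min reaction; beads (10 ug/ml final) were then added for 10 min before AlphaScreen detection.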
TDP1 cell CPT: growth inhibition of DT40 Tdp1-/-;hTDP1 cells with camptothecin (screen for TDP1 inhibitors). 12% of 420,000 active. chicken DT40 Tdp1-/-;hTDP1 cells + 20 nM CPT, ATP luminescence, 48 h. Potency, µM (doses to about 46.2 µM), without a hit: top-dose activity change, negative = growth inhibition, actives largely listed as inhibitors; also: nearly all actives have a fitted effect of over 55% in size
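Chicken DT40 Tdp1-/- cells stably complemented with human TDP1 were seeded at 400 cells/well in medium containing 20 nM camptothecin, exposed to pin-transferred compounds, and grown at 37 °C for at least 48 hr. Viability was read as ATP luminescence.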
An asterisk follows results filed as active; ? = inconclusive; . = not tested or not shown; & = joins results of further samples; [ ] = another dose, or the depositor's remark. Calls follow the shape of the dose curve; as a rule, active = well fitted curve in the direction sought with a large enough effect; inconclusive = small, poorly fitted or top-dose-only effect, or another doubt; inactive = no such curve, though single readings can be large; an effect the other way counts as inactive or inconclusive. % is scaled to controls: 0 for no effect and ±100 for the full control effect; potency is read from the fitted curve at half-maximal effect.

SMILES	TDP1 cell noCPT	TDP1 inh	TDP1 cell CPT
CSc1cnc2c(=O)[nH]c(=O)n(C)c2n1	-2%	-3%	-1%
CCOC(=O)/C(C)=N/Nc1nc(-c2ccc(NC(C)=O)cc2)cs1	?	9%	?
COc1cc2c(cc1OC)CN(C(=O)c1ccc([N+](=O)[O-])o1)CC2	?	6%	?
CCOc1ccc(NC(=O)CCN2C(=O)c3cccc([N+](=O)[O-])c3C2=O)cc1	-7%	3%	-5%
Cc1ccc(NC(=O)C/C(N)=N/O)cc1Cl	-6%	5%	-6%
COc1ccc(-n2c(=O)c(CCc3ccccc3)nc3cncnc32)cc1	-3%	.	-25%
NCC(=O)NCC(=O)NC[C@H]1O[C@@H](n2cnc3c(N)ncnc32)[C@H](O)[C@@H]1O	1%	0%[56.1 µM]	3%
N#CC(C#N)=Cc1cc2ccccc2nc1N1CCOCC1	10µM*	3%	13µM*
COc1ccc(N2CCN(c3oc(-c4ccc(COc5cccc(C)c5)o4)nc3C#N)CC2)cc1	?	1%	?
CC(=O)Nc1ccc(NC(=O)C(=O)NCC(c2ccco2)N2CCc3ccccc3C2)cc1 (stereo not drawn)	21µM*	.	16µM*
N#Cc1ccc(-c2csc(NC(=O)C3CC3)n2)cc1	0.37µM*	1%	0.73µM*
CC1(C)CC(=O)C=C(c2ccc(CO)cc2)C1=O	-15%	.	1%
COc1ccc(OC)c(C(=O)CSc2nnc(-c3cccs3)o2)c1	-23%	2%	-4%
CCOC(=O)CC1C(=O)NCCN1Cc1cccc(OC)c1 (stereo not drawn)	-3%	5%	2%
CCOc1ccc(S(=O)(=O)NCCC(=O)Nc2nnc(C)s2)cc1	-3%	12%	-4%
O=C1c2c(O)cc(O)cc2O[C@@]12c1c(cc(O)c3c1O[C@H](c1ccc(O)cc1)[C@@H](O)C3)O[C@@H]2c1ccc(O)cc1	0%	1%	-2%
CCCCN1C(=O)N(CCc2ccc(F)cc2)S(=O)(=O)c2cc(C(F)(F)F)ccc21	?	-7%[56.1 µM]	-17%
O=S(=O)(NC1CC1)c1ccc(F)c(F)c1	-10%	.	17%
COc1ccc(NC(C)=O)cc1NC(=O)CN1CCN(C2c3ccccc3-c3ccccc32)CC1	?	6%	-11%
CCCOc1ccc(-c2c(C(=O)N/N=C/c3ccc(OCC)cc3)nnn2-c2nonc2N)cc1	-14%	4%	-3%
O=C(Nc1ccc2c(c1)CCC2)c1cc(=O)[nH]c2ccccc12	-18%	2%	-13%
CCOC(=O)c1c(NC(=O)CSc2ncccn2)sc2c1CC(C)(C)NC2(C)C	-2%	3%	-2%
Cc1nc2c(OCc3ccc(Cl)cc3)cccn2c1N(C)C(=O)CCC1CCCC1	23µM*	.	15µM*
CN(C(=O)c1ccc(S(=O)(=O)N2CCCC2)cc1)C1CCS(=O)(=O)C1 (stereo not drawn)	25%	.	?
COc1ccc(C(=O)Nc2cc(C(=O)NCCc3ccccc3)ccc2Cl)cc1	-23%	2%	?

Taken from above:
TDP1 cell noCPT with `O=S(=O)(NC1CC1)c1ccc(F)c(F)c1` reads -10%
TDP1 inh with `CCOC(=O)/C(C)=N/Nc1nc(-c2ccc(NC(C)=O)cc2)cs1` reads 9%
TDP1 cell noCPT with `CCOC(=O)CC1C(=O)NCCN1Cc1cccc(OC)c1` (stereo not drawn) reads -3%

Further results:
SMILES	TDP1 cell noCPT	TDP1 inh	TDP1 cell CPT
COc1cc(NC(=O)c2[nH]cnc2C(N)=O)cc(C(=O)Nc2cccc(C(F)(F)F)c2)c1	18µM*	0%	21µM*
CCCn1c(N)c(C(=O)CSc2nnc3ccccn23)c(=O)[nH]c1=O	-6%	-5%	-8%
CN(/N=C/c1ccncc1)C1=NCCN1	-16%	.	16%
N#Cc1ccc(CSc2nnc(NC(=O)CN3C(=O)C4CC=CCC4C3=O)s2)cc1 (stereo not drawn)	-6%	7%	-19%
O=C(Nc1ccccn1)N1CCOCC1	-42%	2%[56.1 µM]	?
CCCNC(=O)NCCC12CC3CC(CC(C3)C1)C2	-24%	8%	1%
CC(C)NC(=S)N/N=C/c1ccc(N2CCOCC2)cc1	?	3%	?
CCOC(=O)c1cc([N+](=O)[O-])sc1N	-16%	2%	-28%
Cc1ccc2nc(NC(=O)CS(=O)(=O)Cc3ccccc3)sc2c1	-12%	.	-3%
O=C(CSc1n[nH]c(-c2cccnc2)n1)Nc1ccccc1C(F)(F)F	-2%	3%	-12%
Fc1cc(F)cc(-c2c(-c3ccccc3)ncc3ccc(F)cc23)c1	7.3µM*	.	13µM*
O=C(NCc1ccccc1)c1ccc(CS(=O)(=O)Cc2ccc(F)cc2)o1	?	1%	?
CC(C)c1nnc(NC(=O)CCS(=O)(=O)c2ccccc2)s1	?	.	16µM*
CCCSc1oc(-c2ccco2)nc1S(=O)(=O)c1ccccc1	?	-4%	?
O=C1CN(c2ccccc2Cl)C(=O)CN1c1ccccc1Cl	3%	-9%	-16%
CC1CCCC(C)N1C(=O)COC(=O)c1cccc(S(=O)(=O)N(C)c2ccccc2)c1 (stereo not drawn)	?	1%	?
O=C1CC(c2ccccc2)CN1C(=O)c1cncc(Br)c1 (stereo not drawn)	-2%	3%	0%
COc1ccc(C2(C(=O)NCC3Cc4cccc(-c5cccnc5)c4O3)CCCC2)cc1 (stereo not drawn)	?	.	-7%[9.04 µM]
Cc1cc(C)n(-c2ccnc3cc(Cl)ccc23)n1	4%	.	-24%
Cc1ccc(-c2csc(/C(C#N)=C/c3ccccc3Cl)n2)cc1	6%	1%[12.3 µM]	1%
O=C(COC(=O)C1=COCCO1)Nc1ccccc1OC(F)F	2%	1%	3%
Cc1ccsc1CN(C)C(=O)C1CCC(=O)N(CCc2cccc(F)c2)C1 (stereo not drawn)	2%	5%	-29%
CCOC(=O)c1cc2sccc2n1CC(=O)OC	?	5%	2%
CN1CCN(C(=O)c2ccc(COc3ccc(Cl)cc3Cl)cc2)CC1	?	7%	?
N#Cc1c(-c2c(Cl)cccc2Cl)noc1/C=C/Nc1ccc(C(=O)O)cc1	-19%	8%	-11%

(continued)
SMILES	TDP1 cell noCPT	TDP1 inh	TDP1 cell CPT
COc1ccc(C2C(C(C)=O)=C(C)Nc3ncnn32)cc1OC (stereo not drawn)	-28%	7%	-20%
CC(C)N(C)c1ncnc2c1ncn2[C@H]1CN(Cc2ccccc2)C[C@@H](CO)O1	?	.	-24%
Cc1ccc(SCCC(=O)Nc2ccccc2Br)cc1	-9%	3%	7%
CCNC(=S)NNC(=O)c1nn(C)c(C)c1Cl	0%	5%	-6%
Cc1cccc(CN2C(=O)c3ccccc3Sc3ccc(C(=O)NCCCN4CCOCC4)cc32)c1	?	7%&10%	?
Cn1c(=O)[nH]c(=O)c2c1nc(N1CCN(c3ccccc3)CC1)n2CCSc1ncccn1	10µM*	-3%	?
COc1ccccc1N1CCN(S(=O)(=O)c2c(C(=O)N3CCOCC3)c(C)n(C)c2C)CC1	?	4%	?
CN(CC(=O)Nc1cccc(F)c1)CC(=O)Nc1cccc([N+](=O)[O-])c1	?	3%	-27%
O=C(O)COc1ccccc1/C=N/NC(=O)c1cc2ccccc2cc1O	9%	7%	-11%
CC(C)CC(=O)N1CCN(S(=O)(=O)c2ccc(C3CCCCC3)cc2)CC1	12µM*	0%	21µM*
O=C(NNC(=S)Nc1cccc2ccccc12)c1cccc(Br)c1	?	11%	-6%
O=C(Nc1ccc(O)cc1)c1ccc2c(c1)C(=O)N(Cc1ccco1)C2=O	-30%	-2%	-12%
COc1cc(CCCN2C(=S)NC[C@@H]2CC2CCCCC2)cc(OC)c1OC	?	6%	?
CCOCCn1c(=NC(=O)c2ccc3c(c2)OCCO3)sc2cc(OCC)ccc21	15µM*	0%	?
COc1ccccc1OCc1nc2ccccc2[nH]1	-14%	2%	-2%
O=C(c1cccs1)N1CCC(N2CCN(c3ccccc3)CC2)CC1	-17%	2%	?
O=C(Nc1ccc(CN2CCOCC2)cc1)c1ccc(F)cc1	9%	3%	-3%
COc1cccc(Cn2c(=O)cnc3cnc(Oc4ccccc4)nc32)c1	-12%	.	-5%
C=Cc1ccc(Cn2c(C)c(CNCc3ccc(SC)cc3)c(C(=O)O)c2C)cc1	-3%	5%	5%
CC(=O)Nc1ccc(/C=N/NC(=O)c2cc3cc(C)ccc3nc2C)cc1	-20%	-2%	-24%
COc1ccc(Br)cc1CNC(=O)Cn1nc(C)n2c(cc3cc(F)ccc32)c1=O	?	-4%	?
CC(CO)NS(=O)(=O)c1cc(Cl)ccc1F (stereo not drawn)	-14%	.	14%
Cc1ccc(-c2csc3ncnc(N4CCN(C(=O)c5ccco5)CC4)c23)cc1	?	4%	?
COc1cccc(/C=N/NC(=O)c2ccc(=O)[nH]n2)c1O	15µM*	8%	23µM*
Cc1onc(-c2ccc(Cl)cc2)c1-c1ccnn1S(=O)(=O)c1ccc(Cl)cc1	16µM*	.	?

The results go on:
SMILES	TDP1 cell noCPT	TDP1 inh	TDP1 cell CPT
c1ccc(-c2onc3c2CCCC3)cc1	-14%	-5%	-2%
COc1ccc(N2CCN(C(=O)COC(=O)Cc3c(F)cccc3Cl)CC2)cc1	-10%	-1%	?
O=C(Nc1nnc(C2CCCCC2)s1)C1CCN(C(=O)c2ccco2)CC1	?	.	?
NC(=O)C1Cc2ccccc2CN1S(=O)(=O)c1ccc(Cl)s1 (stereo not drawn)	-19%	6%	?
CCOC(=O)[C@]12CCCC=C1N(CCC1=CCCCC1)C(=O)[C@H](CC(=O)NCc1ccc(OC)c(OC)c1)C2	15µM*	.	15µM*
COC(=O)c1ccccc1NC(=O)C1CCCCC1C(=O)O (stereo not drawn)	-16%	0%	-18%
N#CC(C(=O)NCc1ccco1)c1nc2ccccc2nc1N1CCOCC1 (stereo not drawn)	?	12%	?
Cc1nc2nc(SCC(=O)c3cccc([N+](=O)[O-])c3)[nH]c2cc1Br	18µM*	0%	?
CC(C)c1ccc(NC(=O)c2ccc(F)c(S(=O)(=O)N3CCCC3)c2)cc1	?	8%	10µM*
Cc1ccc(Oc2ccc(OCC(=O)NC3CCS(=O)(=O)C3)cc2)cc1 (stereo not drawn)	16µM*	0%[0.0935 µM]	23µM*
CCC(=O)OCCn1c(=O)c2cc3c(=O)n(CCOC(=O)CC)c(=O)c3cc2c1=O	-12%	-3%	-2%
CCCC(c1nnnn1CS(=O)(=O)c1ccc(C)cc1)N1CCN(CC)CC1 (stereo not drawn)	-8%	-2%	-26%
CN1CCN(c2ccccc2NC(=O)c2cc(Br)ccc2Cl)CC1	?	7%	?
COc1ccc(NC(=O)/C=C\C(=O)N(c2ccc(C(C)C)cc2)C(C(=O)NCc2ccco2)c2ccc(F)cc2)cc1 (stereo not drawn)	?	10%	18µM*
CCCCC(CC)C1OCC(CN2CCCC2)O1 (stereo not drawn)	2%	-4%	-8%
Cc1ccc(S(=O)(=O)N2CCOCC2)cc1NC(=O)COC(=O)C1=COCCO1	-20%	-1%	2%
CCOC(=O)CNC(=O)Cn1cnc2c(cnn2-c2ccc(C)cc2)c1=O	-3%	.	0%
CCc1cccc(NC(=O)CCC(=O)O)c1	-4%	3%	-1%
Cn1c(=O)c2c(nc(CN3CCC(C(N)=O)CC3)n2CCc2ccccc2)n(C)c1=O	-5%	6%	4%
C#CCOCCOCCOCCNc1nc(N2CCN(C(=O)[C@H]([C@@H](C)CC)n3cc([C@@H](N)CO)nn3)CC2)nc(N2CCN(C(=O)[C@H](CCCCN)n3cc([C@@H](N)CO)nn3)CC2)n1	2%	1%	-6%
CCOC(=O)c1c(C)[nH]c(C(=O)OCc2ccc(C)cc2)c1C	-5%	.	-15%
CC(C)c1ccc(Nc2ncccc2C#N)cc1	-22%	-3%	?

Entries above containing an aryl thioether with sulfur outside any ring, in the order listed:
SMILES	TDP1 cell noCPT	TDP1 inh	TDP1 cell CPT
CSc1cnc2c(=O)[nH]c(=O)n(C)c2n1	-2%	-3%	-1%
COc1ccc(OC)c(C(=O)CSc2nnc(-c3cccs3)o2)c1	-23%	2%	-4%
CCOC(=O)c1c(NC(=O)CSc2ncccn2)sc2c1CC(C)(C)NC2(C)C	-2%	3%	-2%
CCCn1c(N)c(C(=O)CSc2nnc3ccccn23)c(=O)[nH]c1=O	-6%	-5%	-8%
N#Cc1ccc(CSc2nnc(NC(=O)CN3C(=O)C4CC=CCC4C3=O)s2)cc1 (stereo not drawn)	-6%	7%	-19%
O=C(CSc1n[nH]c(-c2cccnc2)n1)Nc1ccccc1C(F)(F)F	-2%	3%	-12%
CCCSc1oc(-c2ccco2)nc1S(=O)(=O)c1ccccc1	?	-4%	?
Cc1ccc(SCCC(=O)Nc2ccccc2Br)cc1	-9%	3%	7%
Cn1c(=O)[nH]c(=O)c2c1nc(N1CCN(c3ccccc3)CC1)n2CCSc1ncccn1	10µM*	-3%	?
C=Cc1ccc(Cn2c(C)c(CNCc3ccc(SC)cc3)c(C(=O)O)c2C)cc1	-3%	5%	5%
Cc1nc2nc(SCC(=O)c3cccc([N+](=O)[O-])c3)[nH]c2cc1Br	18µM*	0%	?
